KOR beta-arrestin-1 – KOR agonists, beta-arrestin recruitment, primary screen, cell-based, luminescence, uHTS (AID 1777) | KOR beta-arrestin recruitment, luminescence; higher % means a stronger effect | activation, % at 10 µM; hits with a dose series show EC50 in µM | 280,000 tested, 0.02% active; in the data active = activation above about 50%, passing the limit was not always enough; also: a part of the inactive calls stands beside numbers as strong as those of hits
LYP inhibition – inhibitors of LYP phosphatase, biochemical, fluorescence intensity, uHTS (AID 1779) | recombinant LYP phosphatase, fluorescence intensity; higher % means a stronger effect | inhibition, % at 11.5 µM, or IC50 in µM where a hit was titrated | 290,000 tested, 0.054% active;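 also: plate controls were vehicle with enzyme for no effect and no enzyme for full effect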
SIAH1 antagonists – blockers of Siah-1 interaction with plectin peptide – biochemical, fluorescence polarization, rhodamine-plectin, uHTS, primary screen (AID 1817); Siah-1 / rhodamine-plectin peptide fluorescence polarization; higher % means a stronger effect; one-dose displacement, % at 20 µM; IC50 in µM for titrated hits; 290,000 tested, 0.02% active;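 active = displacement of at least 50% at 20 µM, with a fluorescence ratio check between 0.3 and a set limit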;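 also: plate controls were Siah plus tracer with DMSO for no effect and tracer alone without Siah for full effect; strong numbers were not always called active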
Myeloid diff 2 – promotes myeloid progenitor differentiation; ER-HoxA9 myeloid progenitors, lysozyme-GFP differentiation, flow cytometry; calls only at 10 µM; 360,000 tested, 1% active; AID 624256;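 active = normalized GFP-positive differentiation at or above the plate's own cutoff, the solvent-only control mean plus 3 SD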;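 also: cells exposed to compound for four days before flow analysis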
HEK293 NOD2/NF-kB – inhibition of NOD2-driven NF-kB reporter – cell-based, luminescence, uHTS, HEK293 (AID 1566) | HEK293 NOD2/NF-kB luciferase reporter, luminescence; higher % means a stronger effect | inhibition, % at 4 µM; hits with a dose series show EC50 in µM | 290,000 tested, 0.63% active; also: many of its hits are not listed in these tables
NOD1 inhibition – NOD1 signaling inhibitors, primary screen, cell-based, luminescence, uHTS (AID 1578) | one-dose inhibition, % at 4 µM; EC50 in µM for titrated hits | 290,000 tested, 1% active | NOD1-driven NF-kB luciferase reporter cells, luminescence; higher % means a stronger effect; in the data active = inhibition mostly above about 36%, no sharp cut-off; inactive = mostly below about 34%;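 also: HEK-293T reporter cells stimulated with the NOD1 agonist gamma-tri-DAP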
HIV peptide binding – cell-free HIV fusion peptide-binding blockers – biochemical, uHTS, fluorescence dequenching, primary screen (AID 1986). cell-free peptide binding, fluorescence dequenching, 30 min; higher % means a stronger effect. one-dose inhibition, % at 20 µM; IC50 in µM for titrated hits. 290,000 tested, 0.3% active; in the data active = inhibition mostly above about 52%, no sharp cut-off; inactive = mostly below about 76%; also: some results filed as inactive read as strong as hits
PhoP inhibition – inhibitors of PhoP regulon expression, primary screen, Salmonella Typhimurium, GFP reporter (AID 1863); S. Typhimurium PhoP-regulated promoter GFP reporter, 4 h; higher % means a stronger effect; inhibition, % at 50 µM; hits with a dose series show IC50 in µM; 300,000 tested, 0.16% active;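 active = inhibition over 29.93%, a cutoff 3 SD above the screen mean, later confirmed by dose response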;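 also: 0% = low Mg2+ inducing control and 100% = high Mg2+ repressing control; strong numbers were not always called active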
KOR beta-arrestin-2 – KOR antagonists, beta-arrestin recruitment, cell-based, luminescence, uHTS (AID 1778) | KOR beta-arrestin recruitment, luminescence, antagonist mode; higher % means a stronger effect | inhibition, % at 10 µM; hits with a dose series show IC50 in µM | 290,000 tested, 0.091% active; also: strong numbers were not always called active
Myeloid diff 2 GFP+ MAC1+ % – also measured in Myeloid diff 2; calls as there; GFP+ MAC1+ double positive, %; measured here: differentiation confirmed by MAC1 staining
The depositor's hits bear a star; i = inactive; nt = not tested or not shown; + = active, no number; [ ] = remark or other dose. Rule as the data show it, unless noted: active = inhibition above about 50%; inactive = the rest. Only part of the results is shown; the hit share may differ from the screen's.

Values in the order: KOR beta-arrestin-1, LYP inhibition, SIAH1 antagonists, Myeloid diff 2, Myeloid diff 2 GFP+ MAC1+ %, HEK293 NOD2/NF-kB, NOD1 inhibition, HIV peptide binding, PhoP inhibition, KOR beta-arrestin-2
O=C(NCC(=O)N(c1cccc(F)c1)C(C(=O)NC1CCCC1)c1cccnc1)c1cccs1 (stereo not given)
→ -1.9%, -7%, -5%, i, 0.2, 17%, -18%, -0.7%, 11%, 18%
O=C(O)c1cc(-c2ccc3c(c2)OCCO3)n[nH]1
→ nt, -6%, 10%, i, 0.3, 7%, -24%, -0.9%, -16%, -28%[20 µM]
CC(C)CC(C(=O)O)N1C(=O)C2C3CC(C2C1=O)C1C(c2ccccc2)c2sc(=O)[nH]c2SC31 (stereo not given)
→ 1.8%, -4%, 6%, i, 1.0, 4%, 66%, 12%, 5%, -29%
COc1cccc(C(=O)N2CCN(CCCc3ccccc3)CC2)c1OC
→ -1.2%, -4%, 5%, i, 2.6, 16%, -6%, -1.7%, -3%, 24%
COc1ccc(C2SCC(=O)N2c2nc3ccccc3s2)cc1 (stereo not given)
→ -3.1%, 0%, 9%, i, 0.2, 15%, -19%, 0.0%, 0%, -8%
CCCCNC(=O)CCCCC(=O)N/N=C/c1cccc(Cl)c1
→ 0.5%, -5%, -4%, i, 0.1, 5%, 45%, -0.5%, -1%, -46%
COc1ccc(OC)c(NC(=O)CSc2nnc(CNC(=O)c3cc(OC)c(OC)c(OC)c3)o2)c1
→ -0.4%, 4%, 1%, i, 0.6, 11%, -28%, -0.9%, -9%, -8%
O=[N+]([O-])c1ccccc1N/N=C/c1ccc2c(c1)OCO2
→ 0.5%, -5%, 4%, i, 0.2, -126%, -37%, -3.0%, -7%, -11%[20 µM]
O=C(NC1CCCC1)C1CCCN1S(=O)(=O)c1cccc2cccnc12 (stereo not given)
→ 1.2%, -8%, 4%, i, 2.3, 17%, 10%, 4.7%, 1%, -31%
Cc1ccc(NC(=S)NC(NC(=O)N(C)C)C(Cl)(Cl)Cl)cc1 (stereo not given)
→ 2.1%, -4%, 1%, i, 1.3, 8%, -18%, 1.8%, -3%, -25%
Cc1cc(C)cc(N(C(C)C(=O)N2CCOCC2)S(C)(=O)=O)c1 (stereo not given)
→ -6.8%, -2%, -3%, i, 0.1, -20%, 0%, -1.0%, 0%, -2%
C=CCn1c(SCC(=O)Nc2cc(NC(C)=O)ccc2OC)nnc1-c1cccnc1
→ -8.5%, -5%, -4%, i, 0.8, 4%, 21%, -2.1%, -6%, 43%
Cc1cccc(N2CCN(C(=O)CCNS(=O)(=O)c3ccc4c(c3)oc(=O)n4C)CC2)c1C
→ -0.9%, -8%, -1%, i, 1.3, 21%, -5%, 1.5%, -7%, -45%
CCOc1cc(CNCCN(C)C)c(Cl)cc1OCC(=O)NCCc1ccccc1
→ 4.0%, -5%, 9%, nt, nt, -3%, -20%, -1.2%, -1%, -6%
COc1ccc(OCC(O)CN2CCN(CC(O)COc3ccc(OC)cc3)CC2)cc1 (stereo not given)
→ 1.7%, -4%, 3%, i, 1.3, 2%, -26%, -1.1%, 11%, -57%[20 µM]
COc1ccc(C(CC(=O)NCc2ccccc2)Sc2n[nH]c(-c3ccccc3)n2)cc1 (stereo not given)
→ 14%, -7%, -2%, i, 0.2, -50%, -40%, -0.1%, 6%, 11%
COc1ccc(-n2c(O)c(C=Nc3ccccc3)c3ccccc3c2=O)cc1OC
→ -3.4%, -10%, 5%, i, 0.4, 10%, 1%, 2.2%, -5%, 19%
S=C(NCc1ccccc1)Nc1ccc(Cl)cc1
→ nt, 0%, 1%, nt, nt, -14%, -33%, -0.9%, -1%, -21%[20 µM]
COc1cc2ncnc(NCc3ccccc3F)c2cc1OC
→ -0.7%, -3%, 8%, i, 0.4, -54%, -4%, -1.0%, 13%, 23%
Cc1ccccc1OCc1nc2ccc(S(=O)(=O)N3CCOCC3)cc2[nH]1
→ -4.0%, 5%, -6%, i, 2.5, 6%, -3%, 1.1%, -1%, 2%
O=C1CC(c2ccsc2)c2cc3c(cc2N1)OCCO3 (stereo not given)
→ -3.7%, -1%, 3%, i, 1.9, 1%, -3%, -2.0%, 4%, 7%
COC(=O)C1C(=O)C2=C(CC1C)NC(=O)CC2c1ccc(O)c(OC)c1 (stereo not given)
→ -2.3%, -1%, 0%, i, 1.4, 11%, 14%, -1.1%, -3%, 4%
COc1ccc(C2CC(C(F)(F)F)n3nc(C(=O)Nc4ccc5c(c4)OCO5)cc3N2)cc1 (stereo not given)
→ 4.7%, 2%, -1%, i, 0.4, -52%, -4%, 0.7%, 9%, -26%
CCn1c(=O)c2sccc2n(Cc2cc(C(=O)OC)ccc2OC)c1=O
→ -3.2%, -1%, 2%, i, 0.6, 4%, -37%, -1.4%, 1%, 24%
CC(C)(C)NC(=O)CCN(/N=C/c1ccc([N+](=O)[O-])o1)C1=NS(=O)(=O)c2ccccc21
→ 6.8%, -7%, 0%, +, 2.9*, 17%, -2%, 30%, -17%, 6%
CCOC1=NN(c2ncc(C(F)(F)F)cc2Cl)C(=O)/C1=C/N(C)C
→ -1.6%, 2%, 1%, i, 0.4, 0%, -19%, 1.7%, -12%, 8%
OCC[C@@H]1C[C@@H](O)[C@H](O)[C@@]2(Cc3ccccc3O2)O1
→ -2.4%, -12%, -9%, i, 2.0, 17%, -6%, 0.1%, -2%, -8%[20 µM]
CCc1ccc(NS(=O)(=O)c2ccc3c(c2)CCN3C(=O)CCC(=O)O)cc1
→ 1.4%, 3%, 3%, i, 0.8, -1%, -8%, 2.0%, 4%, 18%
COc1ccc(C2C3=C(CC(C)(C)CC3=O)Oc3ncn(Cc4ccco4)c(=N)c32)cc1 (stereo not given)
→ 0.7%, 3%, 2%, i, 0.5, 19%, 4%, -1.6%, -7%, -14%
C=CCCCCCCCCc1nc(=S)[nH][nH]1
→ 3.3%, 2%, -1%, i, 0.2, -16%, -8%, 1.1%, 16%, -34%

Shown field by field: part of the list above
CCc1ccc(NS(=O)(=O)c2ccc3c(c2)CCN3C(=O)CCC(=O)O)cc1
  KOR beta-arrestin-1 = 1.4% | LYP inhibition = 3% | SIAH1 antagonists = 3% | Myeloid diff 2 = i | Myeloid diff 2 GFP+ MAC1+ % = 0.8 | HEK293 NOD2/NF-kB = -1% | NOD1 inhibition = -8% | HIV peptide binding = 2.0% | PhoP inhibition = 4% | KOR beta-arrestin-2 = 18%
COc1ccc(C2C3=C(CC(C)(C)CC3=O)Oc3ncn(Cc4ccco4)c(=N)c32)cc1 (stereo not given)
  KOR beta-arrestin-1 = 0.7% | LYP inhibition = 3% | SIAH1 antagonists = 2% | Myeloid diff 2 = i | Myeloid diff 2 GFP+ MAC1+ % = 0.5 | HEK293 NOD2/NF-kB = 19% | NOD1 inhibition = 4% | HIV peptide binding = -1.6% | PhoP inhibition = -7% | KOR beta-arrestin-2 = -14%

(list continues)
compound | KOR beta-arrestin-1 | LYP inhibition | SIAH1 antagonists | Myeloid diff 2 | Myeloid diff 2 GFP+ MAC1+ % | HEK293 NOD2/NF-kB | NOD1 inhibition | HIV peptide binding | PhoP inhibition | KOR beta-arrestin-2
CCc1cccc(CC)c1NC(=O)COC(=O)c1cccc(S(=O)(=O)N2CCc3ccccc3C2)c1 | -0.4% | -3% | 8% | i | 0.4 | 15% | -13% | 1.1% | -22% | 42%
CCCCNS(=O)(=O)c1ccc(S(=O)(=O)n2cnc3ccccc32)cc1 | 4.6% | -6% | 8% | i | 0.5 | -7% | -25% | -1.3% | -4% | 3%
CCOC(=O)Cc1[nH]nc2c1C(c1ccoc1)C(C#N)=C(N)O2 (stereo not given) | -2.6% | -2% | -2% | i | 4.8 | -6% | -35% | 0.1% | 0% | 38%
C#CCN1C(=O)C2(OCCO2)c2ccccc21 | 5.1% | -6% | 0% | i | 1.2 | -3% | -32% | -1.5% | 7% | 1%
Cc1cccc(NC(=O)c2cccnc2)c1C | -2.2% | -12% | 2% | i | 0.7 | 13% | -20% | 1.4% | 4% | -52%[20 µM]
CC1CC(C)CN(CCCNC(=O)Cn2ncc3c([nH]c4ccccc43)c2=O)C1 (stereo not given) | 4.2% | -8% | 3% | i | 5.7 | 13% | -7% | -0.8% | -6% | -17%
CCN(CC)CCN1CNC(=S)N(c2ccccc2OC)C1 | 3.9% | -6% | 2% | i | 0.9 | 7% | -8% | -1.3% | -12% | 18%
Cc1c(NC(=O)c2ccco2)cccc1C(=O)NN1C(=O)c2ccccc2C1=O | -7.7% | -8% | 3% | i | 0.2 | 12% | -39% | 0.8% | -6% | -18%
CN(Cc1ccccc1)S(=O)(=O)c1ccc2c(c1)n(C)c(=O)n2C | -0.4% | -4% | 4% | i | 0.0 | -7% | -4% | -0.4% | 4% | 19%
C/C(=N\NC(=O)c1nonc1N)c1cccs1 | -3.6% | 2% | 2% | i | 0.2 | 5% | -17% | -0.2% | 17% | 34%
CCCc1[nH][nH]c(=O)c1C(c1ccc(Br)cc1)C(C#N)C#N (stereo not given) | -3.8% | 1% | -6% | i | 7.7 | -12% | 21% | 0.2% | 31% | 21%
C=CCn1cc(C(=O)N2CCc3ccccc3C2)c(=O)c2cc(S(=O)(=O)N(CC)CC)ccc21 | -1.0% | 1% | -3% | i | 0.4 | 3% | -11% | -1.4% | 2% | -45%
Cc1oc2ccc(NS(=O)(=O)c3ccc(F)cc3)cc2c1C(=O)O | 0.2% | -9% | -1% | i | 0.7 | -7% | 2% | 0.1% | 2% | -11%
COc1ccc(CNC(=O)C2CCCN2CCc2ccccc2)cc1OC (stereo not given) | -3.9% | -8% | -2% | i | 0.2 | 8% | -10% | -1.1% | 6% | 9%
CCC(C(=O)NCc1ccco1)N(C(=O)CNS(=O)(=O)c1ccc(C)cc1)c1ccccc1F (stereo not given) | -2.6% | -6% | 4% | i | 0.3 | 1% | -49% | 0.5% | 4% | -13%
Cc1ccc(/C=N/Nc2ccc(Cl)c(C(=O)O)c2)s1 | -1.3% | -1% | -2% | i | 0.3 | -151% | -48% | 58% | -12% | nt
COc1ccc(-n2c(SC(C)C(=O)Nc3ncc(Cl)cc3Cl)nc3ccccc32)cc1 (stereo not given) | -6.3% | -4% | 0% | + | 11* | 30% | 55% | -0.9% | 13% | -2%

Part of the list above, showing only PhoP inhibition, LYP inhibition and HEK293 NOD2/NF-kB:
structure | PhoP inhibition | LYP inhibition | HEK293 NOD2/NF-kB
Cc1cccc(NC(=O)c2cccnc2)c1C | 4% | -12% | 13%
CC1CC(C)CN(CCCNC(=O)Cn2ncc3c([nH]c4ccccc43)c2=O)C1 (stereo not given) | -6% | -8% | 13%
CCN(CC)CCN1CNC(=S)N(c2ccccc2OC)C1 | -12% | -6% | 7%
Cc1c(NC(=O)c2ccco2)cccc1C(=O)NN1C(=O)c2ccccc2C1=O | -6% | -8% | 12%

Source: PubChem (several laboratories)
